# PV pol inh: poliovirus RNA polymerase inhibition. P03300. poliovirus polymerase elongation, fluorescence polarization; stronger effect = lower value. % elongation, % (compound at 16.7 µg/mL). hit rate 0.66% among 150,000; in the data active = % elongation below about 90%; note: some results filed as inactive read as strong as hits
# Target sequence (P03300 1749-2209 limits assumed): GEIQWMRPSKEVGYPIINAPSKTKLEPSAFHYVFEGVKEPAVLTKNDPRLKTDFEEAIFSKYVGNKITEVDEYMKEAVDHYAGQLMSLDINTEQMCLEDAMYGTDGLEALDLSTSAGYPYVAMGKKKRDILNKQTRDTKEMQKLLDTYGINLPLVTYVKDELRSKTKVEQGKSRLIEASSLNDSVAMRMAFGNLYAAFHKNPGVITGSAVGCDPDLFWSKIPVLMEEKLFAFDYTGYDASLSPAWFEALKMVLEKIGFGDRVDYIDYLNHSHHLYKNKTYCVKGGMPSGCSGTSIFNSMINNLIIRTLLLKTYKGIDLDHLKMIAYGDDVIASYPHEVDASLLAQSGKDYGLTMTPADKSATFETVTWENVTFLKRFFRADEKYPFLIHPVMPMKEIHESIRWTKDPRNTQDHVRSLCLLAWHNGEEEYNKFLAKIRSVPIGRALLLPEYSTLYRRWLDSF
# PV pol inh FP z-score: recorded beside PV pol inh, whose call it bears; z-score; measured here: FP z-score; hits read low
# * hit, by the source's call; & = joins results of further samples. The list is partial; rates above refer to the full screens.
SMILES,PV pol inh,PV pol inh FP z-score
CCN(CC)C(=O)Cn1c(SCCOc2ccc(Cl)cc2)nc2ccccc21,109,0.4
CS(=O)(=O)Nc1ccc(-c2nc3ccccc3s2)cc1,108,0.1
Cc1c(CCO)sc[n+]1CC(=O)OC12CC3CC(CC(C3)C1)C2,102,0
CCCCC(CC)CNC(=O)CCCn1c(=O)[nH]c2ccsc2c1=O (stereo unspecified),104,-0.4
CC(C)(C)c1ccc(COC(=O)c2ccc[nH]c2=O)cc1,99,-0.4
Cc1ccc(OCCn2cc(C(=O)c3cccs3)c3ccccc32)cc1,77*,-5.5*
O=C(c1ccccc1)N1CCN(c2ccccc2)CC1,106,0.2
C=CCN1C2=NC(=O)CN2c2ccccc21,101,-0.1
Cc1ccc(CNC(=O)CSc2nnc(C)c3c(C)n(-c4ccccc4)nc23)cc1,98,-1.3
O=C(CCn1c(=O)c2cccn2c2ccccc21)Nc1ccc(F)cc1,110,0.6
COC(=O)c1ccc(NS(=O)(=O)c2cc(C(=O)OC)n(C)c2)cc1,103,0.7
CCOC(=O)c1sc(N)c(C#N)c1COC(=O)[C@@H]1CCCN1C(=O)c1cccs1,158,5
O=c1c2sc3ccccc3c2n(Cc2cccc(Cl)c2)c(=O)n1Cc1ccccc1,102,-0.9
CC1(C)CC(=O)c2cc(C(=O)Nc3ccc(Br)cc3)c(=O)n(-c3ccc(Cl)cc3)c2C1,110,-0.1
CCOc1c(NC(=O)c2ccc(N)cc2)cc(NC(=O)c2ccc(N)cc2)cc1C(N)=O,101,-0.1
Fc1cccc(-c2[nH]ncc2-c2nnnn2-c2ccccc2)c1,99,-0.2
COc1cccc(C2C3=C(CC(C)(C)CC3=O)OC3=C2C(=O)CC(C)(C)C3)c1OC,105,0.2
CSc1nnc(CNC(=O)c2ccccc2)n1-c1cccc(C)c1,104,1.1
O=C(/C=C/c1cc(Cl)c2c(c1)OCO2)N(Cc1ccco1)Cc1cccs1,102,0
Cc1ccc(S(=O)(=O)n2c(C)cc(C(=O)O)c2C)cc1,104,0.8
Cc1ccc(Cl)cc1NC(=O)C(NS(=O)(=O)c1cccc2nsnc12)c1ccccc1 (stereo unspecified),105,0.2
COc1ccc(C)cc1NC(=S)NC12CN3CN(CN(C3)C1)C2,103,0.7
Cc1nc2sccn2c(=O)c1S(=O)(=O)Nc1cccc(Cl)c1C,105,-0.1
CN(C)/C=C/C(=S)c1cccs1,100,-0.4
O=C(Nc1ccc(Cl)cc1C(=O)N1CCOCC1)c1ccco1,102,0.1

# Later entries.
SMILES,PV pol inh,PV pol inh FP z-score
CC1CCCN(CCS(=O)(=O)c2ccccc2)C1 (stereo unspecified),101,-0.2
CCCCc1nn2c(=O)cc(COC(=O)c3ccc4c(c3)OCO4)nc2s1,101,-1
Cc1cc(C)c(C(=O)O)c(=S)[nH]1,102,0.1
CC(=O)Nc1ccccc1/C=C/Br,100,-0.3
COc1ccc(OC)c2[nH]c(=O)c(CCNC(C)=O)cc12,100,-0.5
COC(=O)c1ccc(NC(=O)CSC2=NCCS2)cc1,102,0.1
O=c1nc(-c2ccccc2)c2cc(SC(F)F)ccc2[nH]1,101,-0.1
Cc1ccc(-n2cnc3cc(C(=O)NCCC4=CCCCC4)ccc32)cc1Cl,103,-1.1
O=C(Cc1ccc(-n2c(=O)[nH]c3ccsc3c2=O)cc1)Nc1ccc(-c2ccccc2)cc1,104,1.5
O=C(CSc1nc2cc(C(=O)NCc3ccco3)ccc2c(=O)n1Cc1ccco1)c1ccccc1,101,0
N=c1n(CC(=O)O)c2ccccc2n1Cc1ccccc1,102,0
Cc1ccc(-n2c(=O)c3c4c(sc3n(CC(=O)C(C)(C)C)c2=O)CCCCC4)cc1C,105,-0.4
Cc1cc(C)c2c(-n3cccc3)c(C(=O)NC(C)C)sc2n1,103,0.8
COc1cccc(-c2nc(CS(=O)(=O)CC(=O)N3CCN(c4ccccc4)CC3)c(C)o2)c1,107,0.2
CC(C)Cc1nn(-c2ccccc2)cc1/C=C1\Cc2ccccc2C1=O,102,0.2
Cc1cc(CNCCCN2CCCCC2C)c(C)n1-c1ccnn1C(C)C (stereo unspecified),98,-0.5
CCc1ccccc1NC(=O)C(C)(C)CC,106,0.4
CN(C(=O)CN1CCN(c2cccc(C(F)(F)F)c2)CC1)C1CCS(=O)(=O)C1 (stereo unspecified),98,-0.6
COC(=O)c1c(NC(=O)Nc2ccc(Cl)cc2)sc(C)c1C,102,-0.7
COc1ccc(C(=O)COC(=O)CCCC(=O)Nc2ccc(C(C)=O)cc2)cc1,107,0.8
CCOc1ccccc1NS(=O)(=O)c1ccc2oc(=O)c3ncn(C)c3c2c1,105,-0.4
O=C(/C=C/c1ccco1)OCC(=O)N1CCC(Cc2ccccc2)CC1,104,0.9
CCN(CC)C(=O)CSc1n[nH]c(-c2cccs2)n1,102,-0.2
CCN(C(=O)Cc1c(C(=O)O)[nH]c2ccccc12)c1ccc(OC)cc1,101,-1
Cc1nc(NCc2ccc(F)cc2)nc2c1C(=O)c1ccccc1-2,98,-0.8

# (more compounds)
SMILES,PV pol inh,PV pol inh FP z-score
O=C1NCCN2CCCC12 (stereo unspecified),102,0.4
CCCS(=O)(=O)c1c(S(=O)(=O)CCC)c2cc(CC)ccn2c1C(=O)c1ccc(OC)cc1,103,-0.7
COc1cc(Cl)ccc1Nc1ncc(C(=O)N2CCN(c3ccccc3OC)CC2)c2ccccc12,106,0.2
c1ccc(-c2nnsc2-c2ncc[nH]2)cc1,106,0.3
O=C(CSc1ccccc1)Nc1nccs1,101,-0.2
CC1CC(C)CN(c2cnnc3c(Cl)cccc23)C1 (stereo unspecified),102,0
CC(C)c1ccccc1NC(=O)COc1ccc2ccc(=O)oc2c1,99,-1.6
COCC(C)Nc1nc(-c2ccc(Cl)cc2)cs1 (stereo unspecified),101,-0.2
CCCCC(CC)CNC(=O)C1CCN(S(=O)(=O)c2cccc3nsnc23)CC1 (stereo unspecified),101,-2.3
Cc1ccc(C(=O)O)cc1NC1(c2ccccc2)C(=O)c2ccccc2C1=O,114,0.8
CCC(C)NC(=O)Cn1c(=O)n(-c2ccc(OC)c(OC)c2)c(=O)c2ccccc21 (stereo unspecified),106,0.2
COc1ccc(C(=O)Nc2ccccc2C(=O)OCc2cc(=O)n3c4c(sc3n2)CCCC4)cc1,100,-1.5
Cc1ccc2nc(-c3ccc(NC(=S)NC(=O)Cc4ccccc4)cc3O)oc2c1,100,-0.7
CC1CCC2(CC1)NC(=O)c1ccccc1N2C (stereo unspecified),101,0
O=C(Cn1c(=O)n(Cc2nc(-c3ccccc3)no2)c(=O)c2cc3c(cc21)OCO3)Nc1ccc(Cl)cc1,106,-0.4
O=C(COc1ccc(Cl)cc1Cl)Sc1nc2ccccc2o1,99,-0.4
CCCc1nc2ccccc2n1CC(=O)N(CCC#N)c1ccccc1,103,0.7
COc1ccc(NC(=O)C(NC(=O)c2ccccc2NC(=O)c2ccco2)C(C)C)cc1 (stereo unspecified),102,0.2
Cc1cc(C)c(NC(=O)c2c(C)nn(-c3ccc(F)cc3)c2-n2cccc2)c(C)c1,110,0.5
CCOC(=O)c1cnn2c1nc(Sc1ccc(C)cc1)c1ccccc12,106,0.3
CCCC(=O)Nc1nnc2n1CCS2,107,0
Cc1cc(C)c2c(=O)c(C#N)coc2c1,103,0.5
CC(C)C(NS(=O)(=O)c1cccs1)C(=O)NC1CCCCCC1 (stereo unspecified),103,1.2
O=C(O)C1CCN(S(=O)(=O)c2cccc3nsnc23)CC1,101&100,0.2&-0.7
Cc1noc(-c2ccc(N3CCC(C)CC3)c([N+](=O)[O-])c2)n1,100,-1.8

# Further entries follow.
SMILES,PV pol inh,PV pol inh FP z-score
CCn1c(=S)[nH]c2sc3c(c2c1=O)CCC3,101,0.3
CCCn1c(N)c(C(=O)COC(=O)c2ccc(C)c(NC(=O)c3ccco3)c2)c(=O)[nH]c1=O,104,0.2
CC(=O)NCc1cc2cc(Cl)ccc2n1C,101,-0.5
CCC(=O)Nc1ccc(C(=O)N(CC)C2CCCCC2)cc1,101,0.6
CN(C)C(=O)CCc1nc(-c2ccc(C(C)(C)C)cc2)no1,99,-0.2
CCCc1c(C)c(C#N)c2[nH]c3ccccc3n2c1=O,101,-0.4
CC(C)N(Cc1nnc(-c2ccccc2)o1)C(=O)c1ccccc1,110,0.7
CCN(c1cccc(C)c1)S(=O)(=O)c1nnc(NC(=O)c2ccccc2Cl)s1,109,0.3
Cc1nc(-n2nc(C)c(Cc3ccc4c(c3)OCO4)c2C)sc1C(=O)Nc1cccc(Cl)c1,106,0.2
Cc1ccc(Nc2nc(N)nc(CC(=O)CSc3nc4ccccc4s3)n2)cc1,103,0.6
C=CCn1c(SCC(=O)c2ccccc2)nc2c(c1=O)C(C)(C)Cc1ccccc1-2,110,0.7
C=CCC1NC(C)(C)Cc2ccccc21 (stereo unspecified),108,0.6
COc1ccccc1NC(=O)NCC(c1ccco1)N(C)C (stereo unspecified),98,-0.9
O=C(Cn1cnc2c(nc3n2CCCCC3)c1=O)NCc1ccco1,102,0
CCCCn1nnnc1COC(=O)[C@@H](NS(=O)(=O)c1cccc(Cl)c1)C(C)C,104,0.5
CCOC(=O)c1c(C)oc2nc(C)nc(N3CCN(c4cc(Cl)ccc4C)CC3)c12,109,0.2
COc1ccc2c(c1)c1c(c(=O)n(CCc3ccccc3)c(=O)n1Cc1cccc(Cl)c1)n2C,110,0.5
COc1ccccc1CNc1ccc(-c2nc(-c3cccnc3)no2)cc1[N+](=O)[O-],109,0.3
COc1cccc(-n2c(N)cc(=O)n(Cc3ccccc3)c2=O)c1,102,0.1
CCN1C(=O)C(O)(C(C)C(=O)c2ccccc2)c2ccccc21 (stereo unspecified),100,-0.6
CN1C(=O)C(=Nc2cccc(Br)c2)c2ccccc21,95,-0.6
CC(C)(C)NC(=O)Cc1ccc(S(=O)(=O)N2CCCC2)s1,117,2.5
Cc1ccc(Cl)cc1NC(=O)CC1NC2CCCCC2NC1=O (stereo unspecified),101,0
Cc1nn(Cc2ccccc2)c2sc(C(=O)N3CCCC3)cc12,101,0
Cc1ccccc1CNC(=O)CCC(=O)N1CC2CCCN2c2ccccc21 (stereo unspecified),106,0

# The listing continues:
SMILES,PV pol inh,PV pol inh FP z-score
COc1cc(NC(=O)c2cccs2)c(C(=O)NCCCn2nc(C)cc2C)cc1OC,104,0.1
COCCNS(=O)(=O)Cc1ccc(Cl)cc1,103,0.4
CC(C)(C)n1nc2c(c1NC(=O)C1CC1)CSC2,101,0.1
Nc1ncnc2nc(Sc3ncnc4ccccc34)[nH]c12,101,-0.3
CC1CN(CC(=O)NC(c2ccccc2)c2ccccc2)CC(C)O1 (stereo unspecified),107,0.4
COc1cc(NC(=O)CSc2ncccc2C(=O)OC(C)C)cc(OC)c1,111,0.2
O=C(O)c1nsnc1NCCO,99,-0.1
Cc1nnc(SCC(=O)NC2CCCCC2)n(N)c1=O,96,-0.6
FC(F)(F)C1CCCNC1 (stereo unspecified),106,0.4
O=S(=O)(/N=C(\Nc1ccncc1)c1ccccc1)c1ccccc1,101,0
Cc1cc2cc(C(c3nnnn3Cc3ccco3)N3CCN(C(=O)c4ccco4)CC3)c(=O)[nH]c2cc1C (stereo unspecified),101,0.1
Cc1nn(-c2ccccc2)c2sc(C(=O)NCCO)cc12,100,-0.3
Cc1ccc(-c2ccc(=O)n(CC(=O)N3CCCCC3)n2)cc1,103,0.7
COc1ccccc1C1=Nn2c(nc3sc(C(=O)Nc4ccccc4Cl)c(C)c3c2=O)SC1,111,0.2
O=c1c2c(nc3nn[nH]n13)CCN(Cc1ccccc1)C2,104,0.1
CCOC(=O)C1=C(C)NC(=S)NC1c1ccc(OCC(=O)N2CCCCC2)c(OC)c1 (stereo unspecified),102,0.2
CCN(CC)c1nc(Cl)nc(N(C)C#N)n1,101,0
FC(F)(F)c1cnc(N2CCN(Cc3cc(Cl)c4c(c3)OCCCO4)CC2)c(Cl)c1,98,-0.6
O=C(O)c1c(-c2ccccc2)oc2ccc(OCc3c(F)cccc3Cl)cc12,104,0
N#Cc1ccc(CSc2ncc3ccccn23)cc1,101,-0.1
CCOC(=O)c1c(C)[nH]c(C(=O)C(C)OC(=O)[C@H](C)N=C2NS(=O)(=O)c3ccccc32)c1C (stereo partly specified),102,-0.1

# Molecules listed so far containing two or more sulfur atoms (17):
SMILES,PV pol inh,PV pol inh FP z-score
CS(=O)(=O)Nc1ccc(-c2nc3ccccc3s2)cc1,108,0.1
CCOC(=O)c1sc(N)c(C#N)c1COC(=O)[C@@H]1CCCN1C(=O)c1cccs1,158,5
Cc1ccc(Cl)cc1NC(=O)C(NS(=O)(=O)c1cccc2nsnc12)c1ccccc1 (stereo unspecified),105,0.2
Cc1nc2sccn2c(=O)c1S(=O)(=O)Nc1cccc(Cl)c1C,105,-0.1
CN(C)/C=C/C(=S)c1cccs1,100,-0.4
COC(=O)c1ccc(NC(=O)CSC2=NCCS2)cc1,102,0.1
CCN(CC)C(=O)CSc1n[nH]c(-c2cccs2)n1,102,-0.2
CCCS(=O)(=O)c1c(S(=O)(=O)CCC)c2cc(CC)ccn2c1C(=O)c1ccc(OC)cc1,103,-0.7
O=C(CSc1ccccc1)Nc1nccs1,101,-0.2
CCCCC(CC)CNC(=O)C1CCN(S(=O)(=O)c2cccc3nsnc23)CC1 (stereo unspecified),101,-2.3
CC(C)C(NS(=O)(=O)c1cccs1)C(=O)NC1CCCCCC1 (stereo unspecified),103,1.2
O=C(O)C1CCN(S(=O)(=O)c2cccc3nsnc23)CC1,101&100,0.2&-0.7
CCn1c(=S)[nH]c2sc3c(c2c1=O)CCC3,101,0.3
CCN(c1cccc(C)c1)S(=O)(=O)c1nnc(NC(=O)c2ccccc2Cl)s1,109,0.3
Cc1ccc(Nc2nc(N)nc(CC(=O)CSc3nc4ccccc4s3)n2)cc1,103,0.6
CC(C)(C)NC(=O)Cc1ccc(S(=O)(=O)N2CCCC2)s1,117,2.5
COc1ccccc1C1=Nn2c(nc3sc(C(=O)Nc4ccccc4Cl)c(C)c3c2=O)SC1,111,0.2

# Screens from PubChem.
